SSB-PriA inh – blocks PriA binding to SSB C-terminal tail. AlphaScreen SSBct-PriA binding, biotinylated peptide. hit rate 0.6% among 430,000. AID 1272365. inhibition, % at 33 µM; in the data active = inhibition mostly above about 37%, no sharp cut-off; inactive = mostly below about 20%;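 also: plate controls were negative control peptide for no effect and reference peptide for full effect; strong numbers were not always called active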
Active calls of the source: *; & = joins results of further samples. Some of the compounds tested; rates above refer to the full screens.

compound	SSB-PriA inh
Cn1c(-c2ccccn2)nn(CC(=O)Nc2ccc(OC(F)(F)F)cc2)c1=O	-12.0
CC(C)N1CCC(CNC(=O)C(=O)NC(C)(C)C)CC1	-11.0
CCOc1ccc(NC2CC(=O)N(c3ccc(SC(F)F)cc3)C2=O)cc1 (stereo not drawn)	-5.0
CC(C)N(CC#CCN)C(C)C	-24.0
CSC1CC2CCC(C1)N2C(=O)c1ccc(-c2ccsc2)cc1 (stereo not drawn)	13.0
O=C1NCCNC1=CC(=O)c1ccc(F)cc1	3.3
ON=Cc1cn(-c2ccccc2)nc1-c1ccccc1	-3.6
O=C(Cc1cc(=O)[nH]c(SCc2ccccc2)n1)NCc1ccncc1	-26.0
CN1CCN(C(=O)c2cc(=O)c3ccccc3o2)C2(CCCC2)C1	-13.0
O=C(N1CCC(n2c(=O)[nH]c3ccccc3c2=O)CC1)C1(c2ccccc2)CC1	0.0
Cn1cccc1C=NNC(=O)c1ccco1	-4.7
COc1cc(NN=Cc2ccccc2O)ncn1	83.8
Clc1ccc2nc(N3CCOCC3)sc2c1	-22.0
Nc1c(C(=O)NC2CCCC2)c2nc3ccccc3nc2n1N=Cc1ccco1	-16.2
COc1nn(C)cc1C(=O)Nc1ccn2nccc2c1	-30.0

Retrieved by structure from the list above:
compound	SSB-PriA inh
Nc1c(C(=O)NC2CCCC2)c2nc3ccccc3nc2n1N=Cc1ccco1	-16.2
Cn1cccc1C=NNC(=O)c1ccco1	-4.7
CSC1CC2CCC(C1)N2C(=O)c1ccc(-c2ccsc2)cc1 (stereo not drawn)	13.0

(listing goes on)
compound	SSB-PriA inh
Cc1c(-c2cccc(NC(=O)c3ccc(C(C)(C)C)cc3)c2)nc2ncccn12	15.0
CCC(CC)C(=O)NCCn1ncc2c(=O)n(Cc3ccccc3C)cnc21	-3.0
CCOc1ccccc1NC(=O)C(=O)NC[C@@H](c1cccs1)N1CCc2ccccc21	-8.0
Cc1cc(C)n(-c2cc(NC(=O)CCn3cnc4ccccc4c3=O)ncn2)n1	-6.0
Cc1ccccc1Cn1cnc2c(cnn2CCNC(=O)c2c(-c3ccccc3Cl)noc2C)c1=O	6.0
NS(=O)(=O)c1ccc(CNC(=O)Cc2csc(Nc3ccc(F)cc3)n2)cc1	-3.0&2.0
Cc1ccc(SCc2c(C(=O)NN=Cc3cccnc3)nnn2-c2nonc2N)cc1	-5.5
Cc1cc(C)cc(C(=O)Nc2cccc(-c3ccc4nnc(-c5cccnc5)n4n3)c2)c1	-9.0
O=C(NCCN1CCOC(c2ccccc2)C1)c1cc2ccccc2oc1=O (stereo not drawn)	-5.0
Cc1cc(C(=NO)C(C)(C)NO)ccc1Cl	-5.2
Cc1nc(-c2ccc(N3CCN(C(=O)CCn4cnc5ccccc5c4=O)CC3)nc2)no1	20.0
COc1ccc2c(=O)c(-c3cscn3)c(C(F)(F)F)oc2c1	3.0
Cn1cccc(C(=O)Nc2ccc3c(c2)CCC(=O)N3)c1=O	-13.0
Cc1n[nH]c(=S)n1N=Cc1ccc(-c2ccccc2[N+](=O)[O-])o1	-7.9
CS(=O)(=O)N1CCCC(C(=O)N(Cc2ccccc2)c2nc3c(F)cccc3s2)C1 (stereo not drawn)	-11.0
O=C(COc1ccc(Br)cc1Br)Nc1cccc(O)c1	3.0
OCc1cnc(SCc2ccc(Cl)c(Cl)c2)n1Cc1ccc(F)cc1	29.0
COc1cccc(-c2ccc(=O)n(CCCC(=O)Nc3cccc(C(F)(F)F)c3)n2)c1	-7.0
O=C(Cn1c(-c2cccnc2)nc2ccccc21)N1CCCCCC1	-6.0
COc1ccc(Cl)cc1C(=O)Nc1cc(OCc2ccc3c(c2)OCO3)ncn1	-2.0
CC(C)(C)C(=O)N1CCc2ccc(NS(=O)(=O)c3ccc(F)c(Cl)c3)cc21	-10.0
CCCCS(=O)(=O)Nc1cnc(N2CCCCC2)nc1N(C)C	3.0
O=C(Nc1ccc(-c2ccc(NC(=O)c3cccs3)cc2)cc1)c1cccs1	-16.0
O=C(CSc1nc2c(sc3ncccc32)c(=O)n1Cc1cccs1)Nc1ccc(F)cc1Cl	-8.0
O=C(NC[C@]1(O)CCc2ccccc21)c1ccccc1F	-14.0
O=C(c1ccco1)N1CC(n2ccnn2)C1	-3.0
CN1CCN(C(CC(=O)Nc2ccc(OC(F)F)cc2)C(=O)O)CC1 (stereo not drawn)	-3.0
C=CCn1c(SCC(=O)Nc2ccc(Cl)cc2)nc2scc(-c3ccc(C)o3)c2c1=O	-4.0
COc1cc2c(cc1OC)C(=CC(=O)c1ccc(NC(C)=O)cc1)NCC2	21.6
O=C(CCSc1nnnn1-c1ccccc1)Nc1ccc2c(c1)OCO2	13.0
O=C(CSc1nnc(-c2cccnc2)o1)c1ccc2c(c1)OCCO2	-9.0
NS(=O)(=O)c1ccc(NC(=O)C(C(=O)Nc2ccc(S(N)(=O)=O)cc2)C23CC4CC(CC(C4)C2)C3)cc1	-1.0
O=c1cc(-c2ccccn2)nc(SCc2nc(-c3ccccc3)no2)[nH]1	-34.0
O=S(=O)(NCC1CCN(Cc2ccco2)CC1)c1cccc2ccccc12	-10.0
CCCn1c(=NC(=O)C(C)(C)C)sc2cc3c(cc21)OCO3	-5.0
CCOC(=O)c1sc(NC(=O)c2cc(=O)c3ccccc3o2)cc1C	-2.0
CC1Cc2cc(C(O)=C3C(=O)C(=O)N(CCCn4ccnc4)C3c3ccco3)ccc2O1 (stereo not drawn)	-8.8
Cc1cc2c(c(=O)n1Cc1cccnc1)C(c1cccc(Cl)c1Cl)C(C#N)=C(N)O2 (stereo not drawn)	-6.0
COc1cc(C=NNC(=O)c2nonc2C)ccc1O	0.4
CCn1c(C2CCN(C(=O)CSc3ccc(F)cc3)CC2)nn(CCOC)c1=O	3.0
CN(C)c1ccc(NC(=O)Nc2cn(C)c3ccccc23)cc1	54.0
O=C(COc1ccccc1)Nc1ccc(Nc2cc(-n3ccnc3)ncn2)cc1	5.0
CCOC(=O)CS(=O)(=O)c1ccc(S(C)(=O)=O)cc1[N+](=O)[O-]	0.0
COc1nccnc1OC1CCN(C(=O)c2c(F)cccc2Cl)C1 (stereo not drawn)	-3.0
Cc1cc(CNS(=O)(=O)CC23CCC(CC2=O)C3(C)C)c(C)o1 (stereo not drawn)	-9.0
O=C(Nc1ccc(N2CCOCC2)cc1)c1ccc(OCc2ccc3ccccc3n2)cc1	-15.0
CC(=NNC(=O)CNc1ccccc1Cl)C(C)(C)C	-11.1
NC(=NOC(=O)CCCN1C(=O)c2ccccc2C1=O)c1ccc(Br)cc1	5.0
CC(=O)N1CCCc2cc(NC(=O)c3cccc4ccccc34)ccc21	8.0
CC(C)N1CCC(CNS(=O)(=O)c2ccccc2Cl)CC1	1.0
CC(C)c1ccc(OCC(=O)NNC(=O)c2cccn(Cc3ccc(F)cc3)c2=O)cc1	0.0
O=C(CCc1ccccc1)N1CCN(c2nc3ccc(F)cc3s2)CC1	0.0
CN1/C(=C\C=NNC(=O)c2ccc(O)cc2)C(C)(C)c2ccccc21	1.5
Cc1ccc2nc(N(Cc3ccccn3)C(=O)Cc3ccc(F)cc3)sc2c1	-2.0
O=C(CSc1ccc(NC(=O)c2cccc(F)c2)nn1)Nc1ccc(F)cc1F	-10.0
N#CCS(=O)(=O)c1ccc(Br)cc1	0.0
Oc1oc(-c2ccc(Br)cc2)nc1C=Nc1ccccn1	-2.7
NC(=O)c1ccccc1OCC#CCNC(=O)c1ccc(-n2cccc2)cc1	26.0
O=C(NCc1cccs1)C1CCN(C(=O)c2n[nH]c3ccccc23)CC1	-7.0
COc1ccc(-c2cc3c(SCC(=O)Nc4cccc(C(F)(F)F)c4)nccn3n2)cc1	-15.0

The list goes on.
compound	SSB-PriA inh
COc1ccc(C(=O)NNC(=O)C(=O)C=C(O)c2ccc(C)cc2)cc1	12.1
Cc1cc(C)n(-c2nc(CCNC(=O)c3ccc(Cl)s3)cs2)n1	-3.0
Cc1oncc1C(=O)Nc1ccc2c(c1)N(C(=O)c1cccs1)CC2	-5.0
O=C(NC1CCC(Oc2ncc(F)cn2)CC1)c1cc(C2CC2)on1 (stereo not drawn)	-18.0
Cc1ccnc(OCC(=O)Nc2ccc(C(N)=O)cc2)n1	4.0
CCOC(=O)c1ccc(N2CCC(O)CC2)cc1	-15.0
CCc1c(C#N)c(SCCC(=O)NCc2ccc3c(c2)OCO3)nc2c1C(=O)CC(C)(C)C2	-22.0&-2.0
COc1ccc(-c2nnc(NC(=O)CN3C(=O)c4ccccc4C3=O)o2)c(OC)c1	-3.0
CCOc1ccccc1NS(=O)(=O)c1c(C)n(C)c(=O)n(C)c1=O	-20.0
Cc1ccc(C=NNC(=O)c2ccc(-n3cccc3)cc2)o1	-1.4
CS(=O)(=O)c1ccc(NC(=O)COc2ccc(F)cc2)cc1	-3.0
Cn1cc(S(=O)(=O)Nc2ccc(CC(=O)N3CCOCC3)cc2)cn1	6.0
CC[C@H](C)Sc1nc(-c2ccc(F)cc2)nc2c1c(=O)n(C)c(=O)n2C	-4.0
O=C(Nc1nnc(-c2ccc(Br)s2)o1)c1ccc2ncsc2c1	-12.0
CCOC(=O)NN=Cc1cccc(Cl)c1Cl	-13.1
O=C(CCC(=O)N1CCN(Cc2csc(-c3ccccc3)n2)CC1)c1ccccc1	-17.0
COC(=O)c1ccc(NC(=O)CN2CCC(c3nn(C)c(=O)n3-c3ccccc3)CC2)cc1	-15.0
COc1ccc(C=NNC(=O)/C(=C/c2ccccc2)CCO)cc1	1.9
CCOC(=O)Cn1c(=NC(=O)c2ccn(CC)n2)sc2cc(S(C)(=O)=O)ccc21	-4.0
Cc1cccc(OCc2nnc3sc(-c4cccnc4)nn23)c1	-8.0
O=C(O)Cc1cc(-c2ccc(F)cc2F)on1	-11.0
CN1C(=O)C(=NOC(=O)c2ccccc2Br)c2ccccc21	-12.0
Cc1ccccc1-c1noc(CSc2nc3ccccc3c(=O)n2Cc2ccco2)n1	6.0
COc1ccc(OCC(=O)NN=C(C)CC(=O)Nc2cccc([N+](=O)[O-])c2)cc1	2.7
O=C(O)c1ccccc1-c1ccccc1C(=O)Nc1nc2c(s1)CCCC2	-1.0
O=[N+]([O-])c1ccc(C=NNC2=NS(=O)(=O)c3ccccc32)cc1	-9.5
CCOc1ccc(S(=O)(=O)n2cccn2)c2ccccc12	3.0
CSc1ccccc1C(=O)NCC1(c2ccsc2)CCCC1	-2.0
COc1ccc(-c2c[nH]c(=S)n2-c2ccc(F)cc2)cc1	17.0
COc1ccc(Cl)cc1NC(=O)CSc1ccc(-c2ccc(Br)cc2)nn1	-8.0&7.0
CC1(C)CC(OC(=O)c2ccccc2C(=O)OC2CC(C)(C)NC(C)(C)C2)CC(C)(C)N1	-6.0
COC(=O)NC1CC(=O)N(c2cccc(F)c2)C1 (stereo not drawn)	-23.0
CCCSc1cnc(NC(=O)c2nnn(-c3ccccc3OC)c2C)s1	9.0
Cc1nc2c(ccc3nc(Nc4nc5c(F)cc(F)cc5s4)sc32)s1	1.0
Cc1ccc(C)c(Cn2cc(SCC(=O)N3N=C(c4ccc(Br)cc4)CC3c3ccc(F)cc3)c3ccccc32)c1 (stereo not drawn)	-13.0
O=C(c1ccco1)N1C(=O)c2cccc3c(S(=O)(=O)N4CCCCC4)ccc1c23	-3.0
O=C(Nc1nnc(-c2ccc(Br)cc2)o1)c1sc2ccccc2c1Cl	-13.0
O=C(NCC(c1cccnc1)N1CCc2ccccc2C1)C(=O)Nc1ccc2c(c1)OCCO2 (stereo not drawn)	2.0
Cn1cc(C(=O)N2CCCCCC2)cc(NC(=O)c2cc3ccccc3o2)c1=O	0.0
Cc1cc(F)ccc1S(=O)(=O)NCC1CCN(Cc2ccccc2)CC1	-11.0&-5.0
O=C(/C=C/c1ccc2c(c1)OCO2)NCCSc1c[nH]c2ccccc12	27.0
Cc1cncnc1N1CCN(S(=O)(=O)c2ccccc2F)CC1	-2.0
COc1ccc(N(CC(=O)NN=C(C)c2ccc(C)cc2)S(=O)(=O)c2ccccc2)cc1	-8.6
COc1ccc(C=NNC(=O)c2cc(-c3cccc(C)c3)nc3ccccc23)cc1O	-6.4
CC1CCCCC1NC(=O)c1cc2cccnc2n(Cc2ccc(F)cc2)c1=O (stereo not drawn)	-13.0
Fc1cccc(CON=Cc2c(-c3ccccc3)nc3ccc(Cl)cn23)c1	-5.3
N#Cc1nccnc1N1CCC(CNC(=O)c2ccc3c(c2)OCO3)CC1	-2.0
COc1ccc(/C=C2\SC(=S)N(CC(=O)Nc3sc4c(c3C(N)=O)CCCC4)C2=O)cc1	8.0
CCOc1ccc(C(=O)NCC(c2ccco2)N2CCN(c3ccccc3)CC2)cc1 (stereo not drawn)	8.0
CC1(C)CC(=O)CC(=NNC(=O)C2C3CCCCC32)C1 (stereo not drawn)	-1.9
CCOC(=O)c1c(-c2ccc(F)cc2)csc1NC(=O)c1cc2ccccc2o1	2.0
COc1cc(C=NNC(=O)c2ccc(COc3ccccc3Cl)o2)cc(Br)c1O	-3.6
O=C(c1c(F)cccc1Cl)N1CCC(CSc2ccccn2)CC1	14.0
CCOc1ccccc1-n1c(=O)[nH]c2c(C(N)=O)nc(-c3cccs3)nc21	0.0&12.0
N#Cc1nc(/C=C/c2ccccc2Cl)oc1N1CCN(C(=O)c2cccs2)CC1	-3.0
O=C(CSc1cccc2cccnc12)NCCc1ccc(Cl)cc1	77.0*
O=C1c2ccccc2C(=O)N1CCC12CC3CC(CC(C3)C1)C2	10.0
COC(=O)CNC(=O)Cn1cnc2c(oc3ccccc32)c1=O	-12.0
CC(C)(C)CC(=O)Nc1c(C(N)=O)oc2ccccc12	2.0

High-throughput results from PubChem BioAssay.
